Screens as filed in PubChem BioAssay.
Cl transport mod: modulates chloride dependent transport by human KCC2; Q9H2X9; KCC2 cells, thallium flux FluoZin-2 fluorescence; B-score of Tl+ flux slope (higher = more flux/activation; lower = inhibition) at 10 µM; hit rate 2.2% among 190,000;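 active means thallium flux slope and its plate-corrected score both differing from the plate sample mean at a set confidence after two filtering rounds, in either direction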;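 further: slope of fluorescence scaled to starting intensity during 10 to 20 s after thallium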
FXIa inh 1536: inhibitors of human coagulation factor XIa; P03951; purified FXIa, Boc-Glu-Ala-Arg-AMC fluorogenic substrate; inhibition, % at 5 µM; hit rate 0.14% among 220,000; AID 798;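 active means inhibition of at least 40%; inactive means inhibition below 40%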;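 further: fluorescence of freed AMC excited at 355 nm; 0% = enzyme without compound and 100% = no enzyme blank; many of its hits are not listed in these tables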
KLK5 inh: inhibitors of human kallikrein 5 | recombinant hK5, fluorogenic AMC substrate cleavage | inhibition, % at 5 µM | hit rate 0.59% among 210,000 | AID 873;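 active means inhibition of 40% or more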;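 further: 0% = enzyme controls without compound and 100% = no-enzyme blanks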
Target sequence (Q9Y337 67-293 limits assumed): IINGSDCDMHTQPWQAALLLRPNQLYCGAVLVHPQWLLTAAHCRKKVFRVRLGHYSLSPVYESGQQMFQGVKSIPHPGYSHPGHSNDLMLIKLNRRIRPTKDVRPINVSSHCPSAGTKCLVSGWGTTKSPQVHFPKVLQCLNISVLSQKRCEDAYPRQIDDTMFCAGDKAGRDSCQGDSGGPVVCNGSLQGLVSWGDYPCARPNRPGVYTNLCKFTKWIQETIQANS
L929 necroptosis: L929 zVAD cell death inhibition; L929 zVAD necroptosis rescue, ATP luminescence, 24 h; with zVAD 60 µM; viability rescue, % at 10 µM; hit rate 0.38% among 220,000; AID 1377;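 active means activation, scaled between plate controls, above about 75%, limit read from the data; inactive means activation under that limit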;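 further: 0% = zVAD with DMSO and 100% = DMSO alone without zVAD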
Thrombin inh: inhibitors of human thrombin; P00734; alpha-thrombin, Boc-VPR-AMC fluorogenic substrate cleavage; inhibition, % at 5 µM; hit rate 0.26% among 220,000; AID 1046;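 active means inhibition at or above 40%; inactive means inhibition below 40%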;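 further: 0% = enzyme with no compound and 100% = wells without enzyme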
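System – human alpha-thrombin · Medium – pH 7.5 Tris (50 mM) with NaCl 150 mM, Tween 20 0.05% · Compound – single-point dosing at 5 µM, 0.2% DMSO · Incubation – enzyme reaction carried out at room temperature · Technique – fluorescence of released AMC, ex 355 nm, em 460 nm · Read-out basis – % inhibition of thrombin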
TNF necrop inh: inhibitors of TNF-alpha induced necroptosis in Jurkat FADD-/- cells | activation (protection from cell death), % at 10 µM | Jurkat FADD-/- TNF necroptosis rescue, ATP luminescence, 24 h; 0 = TNF only, 100 = no-TNF cells | hit rate 0.068% among 220,000 | AID 463075;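 active means activation, meaning protection from cell death, of at least 50% relative to plate controls; inactive means activation below 50%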;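 further: necroptosis triggered by 40 ng/mL TNF-alpha added together with compound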
Hck Nef HTS: human Hck-Nef kinase inhibition. P08631. Recombinant Hck-YEEI plus Nef, Z-Lyte FRET kinase assay. AID 463187. hit rate 0.68% among 220,000. inhibition, % at 20 µM;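 active means Hck-Nef kinase inhibition above about 50%, limit read from the data; inactive means inhibition below that limit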;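 further: 0% = DMSO with Hck plus Nef and 100% = Hck alone without Nef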
FXIIa inh 1536: inhibitors of human coagulation factor XIIa; P00748; purified FXIIa, Boc-QGR-AMC fluorogenic substrate, 2 h; inhibition, % at 5 µM; hit rate 0.3% among 220,000; AID 800; in the data active means inhibition above about 40%;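 further: 0% = enzyme with no compound and 100% = blank without enzyme; many of its hits are not listed in these tables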
Target sequence (P00748 20-372 limits assumed): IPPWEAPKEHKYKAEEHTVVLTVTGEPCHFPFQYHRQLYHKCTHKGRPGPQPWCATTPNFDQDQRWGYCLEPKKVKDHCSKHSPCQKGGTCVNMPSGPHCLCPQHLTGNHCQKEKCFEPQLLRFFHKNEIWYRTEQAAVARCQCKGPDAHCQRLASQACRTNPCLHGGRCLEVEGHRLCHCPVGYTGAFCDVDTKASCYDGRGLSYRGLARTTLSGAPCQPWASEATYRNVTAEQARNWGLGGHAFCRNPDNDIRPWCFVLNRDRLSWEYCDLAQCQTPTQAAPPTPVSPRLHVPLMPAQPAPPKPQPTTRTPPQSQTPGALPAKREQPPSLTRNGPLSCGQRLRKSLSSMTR
Target sequence (P00748 373-615 limits assumed): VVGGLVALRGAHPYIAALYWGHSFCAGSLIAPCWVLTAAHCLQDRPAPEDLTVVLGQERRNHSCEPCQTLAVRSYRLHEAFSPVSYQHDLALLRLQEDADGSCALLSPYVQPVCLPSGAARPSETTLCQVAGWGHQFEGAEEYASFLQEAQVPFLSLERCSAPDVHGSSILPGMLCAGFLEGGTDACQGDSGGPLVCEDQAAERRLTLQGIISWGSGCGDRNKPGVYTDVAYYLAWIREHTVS
Rad51 HR inh: blocks human Rad51 in homologous recombination; AID 1385; Q06609; hRad51 DNA strand exchange, fluorescence dequenching; inhibition, % at 10 µM; hit rate 0.085% among 200,000;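 active means inhibition above 40% at the single screening dose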;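 further: 0% = DMSO control wells and 100% = blanks with heterologous ssDNA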
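Test system: preformed human Rad51 ssDNA filaments; also added: Donor/quencher-labelled 47-bp dsDNA substrate; doses: 10 µM final, single point; times: 37 °C 15-min filament assembly, 30-min compound preincubation, 15-min exchange; detection: FRET fluorescence dequenching, excitation 485 nm, emission 520 nm; read-out basis: Fluorescence-based percent inhibition, control- and blank-normalised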
* marks the source's active call; other numbers are inactive results; . = not tested or not shown. The list is partial. The share of hits here may be higher or lower than overall.

SMILES	Cl transport mod	FXIa inh 1536	KLK5 inh	L929 necroptosis	Thrombin inh	TNF necrop inh	Hck Nef HTS	FXIIa inh 1536	Rad51 HR inh
Nn1c(SCC(=O)Nc2cccc(F)c2)nnc1C1CCCCC1	0.22	2	-15	0.2	6	0.1	1	8	-2
Cc1cc(C(=O)OCC(=O)Nc2cc(C)on2)c2ccccc2n1	-0.31	19	-7	-0.3	-1	-3.4	-1	26	-1
COc1ccc(N(CC(=O)Nc2ccccc2C(=O)O)S(=O)(=O)c2ccc(C)c([N+](=O)[O-])c2)cc1	-1.4	-3	-1	5.2	-6	0.8	21	5	-9
COc1cccc(NC(=O)C(=O)N2CCOCC2)c1	0.42	3	-3	0.1	-2	-0.6	6	9	-7
CC1CCN(CCNC(=O)c2ccc(NC(=O)C3CCCO3)cc2)CC1 (stereo not drawn)	0.061	2	-15	2.9	24	-0.4	-3	3	-9
C=CCOc1ccc2c(c1)c(S(=O)(=O)c1ccc(C)cc1)cn2COC	-0.92	-9	-65	-0.1	-2	-4.6	0	-8	8
O=C(CC(c1ccccc1)C1CCCCC1=O)c1ccco1 (stereo not drawn)	-0.59	7	8	-0.4	1	-1.4	-6	13	-15
COc1ccc(/C(C)=N/NC(=O)CNC(=O)/C=C\c2ccco2)cc1	0.83	-1	-9	5.3	6	-5.9	29	9	5
Cc1cccn2cc(CNC(=O)c3ccc(Br)o3)nc12	1.3	6	9	-1.2	4	0.9	-4	11	-4
CCn1c(SCC(=O)N/N=C/C=C/c2ccco2)nnc1-c1ccccc1	-0.068	6	-1	-0.3	-1	1.9	1	3	-7
CNC(=O)c1[nH]cnc1C(=O)N[C@@H](Cc1ccccc1)C(=O)OCc1ccccc1	-2	3	5	15	-1	-7.5	22	10	2
CCCC(c1nnnn1C1CCCCC1)N1CCN(c2ncccn2)CC1 (stereo not drawn)	.	-3	-3	1.5	-2	1.4	1	7	-7
C=CCn1c(SCC(=O)NC2CCS(=O)(=O)C2)nnc1-c1ccncc1 (stereo not drawn)	1.3	0	10	0.7	-1	-0.4	0	11	7
CN(C)S(=O)(=O)c1ccc(N2CCCC2)c(C(=O)Nc2nc3ccc(F)cc3s2)c1	-0.12	2	-11	1.0	-3	1.0	-21	8	.
CC1Cc2nc(SCC(=O)Nc3nc4ccccc4s3)n(C)c(=O)c2S1 (stereo not drawn)	.	-7	-26	0.8	-10	0.8	1	4	0
OCC1(CC2CCCCO2)CCN(Cc2cccc(O)c2)CC1 (stereo not drawn)	1.5	8	4	-3.4	-4	1.6	9	10	-25
CC1CCCN(c2ccc(C(=O)NCc3cccs3)cn2)C1 (stereo not drawn)	-0.21	-4	-20	0.1	1	4.5	-7	6	.
O=C1CCC(C(=O)N2CCCC(C(=O)c3ccc4c5c(cccc35)CC4)C2)=NN1 (stereo not drawn)	-0.14	7	3	1.1	-13	-2.1	18	9	9
O=C(CSCc1ccc(Cl)cc1)NCCSCc1ccco1	-1.7	1	0	1.0	-8	-0.3	30	11	-4
CC(=O)Nc1ccc(S(=O)(=O)N(C)c2ccccc2)cc1	-0.0065	-5	3	3.6	-2	0.7	-3	-4	2
Cc1nc(N2CCN(Cc3ccccc3)CC2)nc2c1CCC2	-1.2	0	-4	0.4	4	3.2	18	4	26
COc1ccc(OC)c2c1sc(=NC(=O)c1ccco1)n2C	-1	1	1	0.8	1	-3.0	-1	10	2
O=C(CSc1nc2c(cnn2-c2ccc(F)cc2)c(=O)[nH]1)Nc1nccs1	0.26	8	-8	.	3	2.1	1	18	1
COc1cc(NC(=O)CN(c2cc(C)cc(C)c2)S(=O)(=O)c2c(C)noc2C)cc(OC)c1	0.047	5	-5	0.9	-3	0.0	17	13	1
O=C(CNCC1CCCCC1)Nc1ccccc1N1CCCCC1	0.93	-1	-3	0.7	0	0.2	1	9	-5
CCOc1ccc(NC(=S)Nc2ccc(C)c([N+](=O)[O-])c2)cc1	.	6	9	2.1	3	-3.5	1	17	-1
COCCNC(=S)N/N=C/c1ccc(N2CCOCC2)cc1	0.81	3	-22	-0.5	-6	0.1	4	4	1
COc1ccc(C2=NN(C(=O)CSc3ncccn3)C(c3ccc(C)cc3)C2)cc1 (stereo not drawn)	-0.75	17	-6	-0.3	0	-2.3	2	5	30
COCCNC(=O)C(c1cccs1)N(CCc1ccccc1)C(=O)Cn1nnc2ccccc21 (stereo not drawn)	0.042	9	-16	0.5	-2	-0.9	0	9	7
COc1ccc(NC(=O)C2=C(C)Nc3ncnn3C2c2ccccc2C(F)(F)F)c(OC)c1 (stereo not drawn)	1.2	-1	1	0.7	-7	-0.4	8	-5	.
COc1ccccc1-c1cc(C(F)(F)F)nc(S(=O)(=O)CCCC(=O)NCc2ccc(F)cc2)n1	.	-2	2	-1.9	-2	-13	26	12	-5
O=C(/C=C/c1cccc(F)c1)Nc1nccs1	0.048	-4	-7	88*	-17	31	-4	-8	0
CCOC(=O)COc1ccc2c(=O)c(-c3ccccc3OC)coc2c1	-0.037	1	4	2.6	-1	-4.0	-3	14	5
CCCCCCCCOC(=O)C1=C(C)Nc2nnnn2C1c1cccs1 (stereo not drawn)	.	2	-7	0.5	1	-2.3	-1	16	8
CCN(CC)S(=O)(=O)c1ccc(N2CCOCC2)c(NC(=O)Cc2ccccc2)c1	-1.7	10	-12	-0.4	-5	-0.6	2	13	-2
O=C(O)C1CCC1C(=O)Nc1nc(-c2ccc(Cl)s2)cs1 (stereo not drawn)	-0.1	2	-3	0.8	-5	0.8	-10	6	7
Cc1cc(C(F)F)n2nc(C(=O)Nc3ccc(S(=O)(=O)N4CCCCCC4)cc3)nc2n1	0.63	13	-1	-0.2	1	-2.2	1	18	-1
Cc1ccc(-c2nc3ccccc3c(C(=O)NCc3cccs3)c2C)cc1	-0.04	-1	2	0.0	-16	-4.4	3	-7	.
Cc1ccc(SCC(=O)N2CCC(C(N)=O)CC2)cc1	-0.062	-6	-13	2.4	3	-0.1	-24	-1	-4
O=C(O)CCNc1ccc(Cl)cc1	.	4	1	0.2	0	1.4	22	8	20
CC(=O)c1c(C)nn(C(=O)c2cccs2)c1C	-0.37	8	56*	0.3	10	0.4	-1	15	2
COc1ccc(-n2cc(-c3ccccc3)c3c(N4CC(C)OC(C)C4)ncnc32)cc1 (stereo not drawn)	-2.8	0	-1	0.4	-7	-3.3	19	8	-2
C=CCN(CC=C)C(=O)COC(=O)c1ccc(Sc2ncn[nH]2)c([N+](=O)[O-])c1	0.75	4	-8	9.9	-7	0.7	21	3	0
Cc1ccc(OC(=O)c2sc3ncn(C)c(=O)c3c2C)cc1	-0.16	-6	-11	-0.6	-7	-0.4	18	6	12
Cc1ccc(Cl)cc1N1CCN(C(=O)Cc2ccc(-n3c(=O)[nH]c4ccsc4c3=O)cc2)CC1	-1.1	5	-14	1.0	-9	2.1	3	4	9
Cc1nonc1NC(=O)CSc1nc2ccccc2cc1C#N	-2.3	9	-6	0.8	4	0.3	7	11	-42
C=CCn1c(CC(=O)Nc2cccc(OC)c2)nnc1SCC(=O)NC1CCCCC1	-0.49	-14	-3	0.5	-3	0.7	0	7	-5
CC(C)(C)C(=O)O/N=C(\N)c1c(Cl)cccc1Cl	-0.088	-2	3	-0.3	-1	5.2	12	5	-2
CC1CN(C(=O)c2ccccc2NS(=O)(=O)c2cccc([N+](=O)[O-])c2)CC(C)O1 (stereo not drawn)	-0.02	-2	-27	-0.1	-8	1.2	0	2	.
CN(C(=O)COC(=O)/C=C/c1ccc2ccccc2n1)C1CCS(=O)(=O)C1 (stereo not drawn)	-2.3	7	-13	61	2	-1.6	3	1	1
O=C(NCCc1c[nH]c2ccccc12)c1ccc([N+](=O)[O-])cc1	-0.27	21	-7	1.4	-2	1.6	0	21	-1
C=CCOc1cccc(C(=O)NC(c2ccccc2)C(C)C)c1 (stereo not drawn)	-0.28	-3	-16	0.8	3	1.2	7	0	11
O=S(=O)(CCN(CCS(=O)(=O)C(F)(F)F)CC1CCCO1)C(F)(F)F (stereo not drawn)	-1.5	-2	-16	3.1	1	-7.5	2	13	-1
O=S(=O)(c1cnc[nH]1)N1CCN(c2ccccc2)CC1	-0.76	-2	-3	0.5	-5	0.1	0	17	0
COc1ccccc1NC(=O)NCc1ccccc1F	.	1	13	0.5	-2	0.2	5	7	.
O=C(NCC1COc2ccccc2O1)c1ccccc1 (stereo not drawn)	1.3	5	-21	1.1	1	-0.6	4	14	-2
O=C(NCCOc1ccccc1)C1CCCCC1	0.0082	30	13	-0.3	25	0.6	-31	26	-11
C=CCOc1c(CNc2ccc(S(N)(=O)=O)cc2)cccc1OC	-0.21	1	32	-1.3	26	-7.7	7	9	10
CN1C(=S)SC(N2OC3C(=O)N(c4ccccc4)C(=O)C3C2c2ccccc2)C1(C)C (stereo not drawn)	-0.84	5	-5	1.0	-3	1.2	2	10	5
CCCCOC(C)n1cc(F)c(=O)[nH]c1=O (stereo not drawn)	-0.86	3	-11	1.8	-3	1.5	4	12	3

Random excerpt: 4 compounds from above.
SMILES	Cl transport mod	FXIa inh 1536	KLK5 inh	L929 necroptosis	Thrombin inh	TNF necrop inh	Hck Nef HTS	FXIIa inh 1536	Rad51 HR inh
CC(=O)c1c(C)nn(C(=O)c2cccs2)c1C	-0.37	8	56*	0.3	10	0.4	-1	15	2
Cc1ccc(OC(=O)c2sc3ncn(C)c(=O)c3c2C)cc1	-0.16	-6	-11	-0.6	-7	-0.4	18	6	12
C=CCN(CC=C)C(=O)COC(=O)c1ccc(Sc2ncn[nH]2)c([N+](=O)[O-])c1	0.75	4	-8	9.9	-7	0.7	21	3	0
CCCCOC(C)n1cc(F)c(=O)[nH]c1=O (stereo not drawn)	-0.86	3	-11	1.8	-3	1.5	4	12	3

Following part:
SMILES	Cl transport mod	FXIa inh 1536	KLK5 inh	L929 necroptosis	Thrombin inh	TNF necrop inh	Hck Nef HTS	FXIIa inh 1536	Rad51 HR inh
CN(CCO)C(=O)CCC(=O)Nc1ccc(S(N)(=O)=O)cc1	1.2	1	-10	0.1	1	0.9	4	18	-3
CCOC(=O)Cc1csc(NC(=O)NC2(C(F)(F)F)Oc3ccc(Cl)cc3O2)n1 (stereo not drawn)	0.9	-11	-3	-0.1	-4	-17	3	9	-7
CN(C1CCCCC1)S(=O)(=O)c1ccc(S(=O)(=O)N2CCN(CCC#N)CC2)cc1	0.083	5	-19	0.1	-3	4.0	20	12	-1
COc1ccc(CN2CCCCC2C)c(C)c1C (stereo not drawn)	.	3	-18	0.0	-1	3.5	-1	12	-7
NC(=O)c1cc(NC(=O)CCCc2nc3ccccc3s2)cc(C(N)=O)c1	0.03	-3	3	0.8	-3	2.2	15	7	-8
O=C(c1ccco1)N1CCN(C(=O)N2CCCC2)CC1	0.66	4	3	2.7	-4	0.6	21	12	-4
O=C(NCc1ccc2c(c1)OCO2)C1CC(c2ccc(Cl)cc2)=NO1 (stereo not drawn)	.	-2	-8	0.8	1	-1.2	2	14	0
CCN1CCN(C(=O)Nc2cc(Cl)ccc2OC)CC1	0.91	-7	-10	0.7	-4	1.2	-1	4	9
